Screening results (PubChem BioAssay)
M. tuberculosis GlmU: inhibition of mycobacterial GlmU enzyme – biochemical, glucosamine-1-phosphate acetyltransferase (AID 1376). Bifunctional protein GlmU (Mycobacterium tuberculosis (strain ATCC 25618 / H37Rv)). M. tuberculosis GlmU acetyltransferase enzyme assay; higher % means a stronger effect. one-dose inhibition, %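 (tested at 30 µM in the primary screen)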; IC50 in µM for titrated hits. actives 0.25% (n = 220,000); in the data active = inhibition above about 13%; inconclusive = no clear call, values can overlap the other calls;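 note: 0% = complete reaction with vehicle and 100% = reaction without substrate; strong numbers were not always called active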
Mtb RmlCD inh: M. tuberculosis RmlC/RmlD coupled enzyme inhibitors, primary screen, biochemical, compound mixtures, 384-well, from 1536-well plates; dTDP-4-dehydrorhamnose reductase (Mycobacterium tuberculosis (strain ATCC 25618 / H37Rv)) …; RmlC+RmlD coupled enzyme assay, percent inhibition; primary screen in compound mixtures; inhibition, % at 3.6 µM; actives 0.03% (n = 160,000); AID 1533, 2009; in the data active = inhibition mostly above about 34%, no sharp cut-off; inconclusive = no clear call, values can overlap the other calls; inactive = mostly below about 22%; note: some results filed as inactive read as strong as hits
Target sequence (P9WH09 whole entry, looked up): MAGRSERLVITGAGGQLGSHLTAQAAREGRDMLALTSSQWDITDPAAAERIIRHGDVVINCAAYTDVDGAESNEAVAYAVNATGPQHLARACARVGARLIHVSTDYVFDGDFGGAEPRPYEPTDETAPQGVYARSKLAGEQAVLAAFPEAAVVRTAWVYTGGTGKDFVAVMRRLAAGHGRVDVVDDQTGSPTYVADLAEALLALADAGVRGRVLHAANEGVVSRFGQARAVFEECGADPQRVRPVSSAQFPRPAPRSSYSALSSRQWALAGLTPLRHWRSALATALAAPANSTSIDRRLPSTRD
Target sequence (P9WH11 whole entry, looked up): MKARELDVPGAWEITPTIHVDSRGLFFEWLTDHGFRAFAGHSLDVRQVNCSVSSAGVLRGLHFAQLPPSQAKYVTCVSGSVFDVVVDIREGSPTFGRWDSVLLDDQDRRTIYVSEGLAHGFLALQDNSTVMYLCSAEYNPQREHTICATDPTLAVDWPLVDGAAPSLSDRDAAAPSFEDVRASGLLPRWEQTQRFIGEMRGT
An asterisk follows results filed as active; ? = inconclusive; nt = not tested or not shown. A portion of the library (hit frequency here may not be typical).

| Compound | Mtb RmlCD inh | M. tuberculosis GlmU |
| --- | --- | --- |
| Cc1ccc(C=C2C(=O)c3ccccc3C2=O)s1 | -4 | -11% |
| CC(C)OC(=O)CSc1nnc(-c2cnccn2)n1C | nt | 5.5% |
| COc1ccccc1N1CCN(C(CNS(C)(=O)=O)c2cccnc2)CC1 (stereo unspecified) | 9 | -1.2% |
| CCOC(=O)c1cc(NC(=O)Nc2ccccc2Cl)c(C)nc1C | -8 | -2.5% |
| O=C(Nc1ccc(Cl)c(Cl)c1)N1CC=C(c2ccccc2)CC1 | 16 | -4.5% |
| COc1ccc2nc(C)c(C(N)=O)cc2c1 | -8 | 0.4% |
| O=C(O)c1cc2c(s1)-c1ccccc1OC2 | 17 | -1.8% |
| CC1(C)CC(=O)C(Sc2ccccc2C(=O)O)=C(O)C1 | -8 | 9.7% |
| COC(=O)C[C@H]1c2ccc(C(F)(F)F)cc2S(=O)(=O)N1Cc1ccccc1 | nt | 4.7% |
| CCC(C)N(C(=O)COC(=O)/C=C/c1ccc(O)c(OC)c1)C1CCS(=O)(=O)C1 (stereo unspecified) | -1 | 1.6% |
| O=C(Nc1cccc(F)c1)N(Cc1ccc(Cl)cc1)CC(O)C(F)(F)F (stereo unspecified) | 7 | -0.6% |
| O=C(Nc1cc(F)c(Br)cc1F)c1ccc(Cl)cc1 | 3 | -4.6% |
| COc1cc2c(c(OC)c1OC)CCc1cnoc1-2 | 12 | 2.6% |
| Cc1ccc2c(CC(=O)N3CCN(S(=O)(=O)c4ccc5c(c4)OCCO5)CC3)coc2c1 | nt | 8.5% |
| COc1ccc(Cl)cc1C(=O)OCC(=O)NC(=O)c1cccn1C | 4 | 4.7% |
| CCC(=O)N1CCCc2cc(S(=O)(=O)N3CCN(C4CCCCC4)CC3)ccc21 | nt | -4.5% |
| CCSc1nnc(NC(=O)Cc2cc(OC)c(OC)c(OC)c2)s1 | 2 | -1.4% |
| CN(C)S(=O)(=O)c1cccc(C(=O)OCC(=O)Nc2sccc2C(N)=O)c1 | nt | 2.3% |
| Cc1ccc(NC(=O)c2c(C(F)(F)F)nn(C)c2SCc2cccc(C(F)(F)F)c2)cc1C | -7 | 2.6% |
| COC(=O)c1ccc2ccn(CC(=O)NC3CCCCC3)c2c1 | 2 | -1.4% |
| COc1cccc(CN(C)C(=O)c2ccc(S(=O)(=O)N3CCCC3)cc2)c1OC | -9 | 0.5% |
| C/C(=N\Nc1cccc2cccnc12)c1ccc[nH]1 | -7 | -0.6% |
| COC(=O)CSc1nc(N)c(C#N)c(C(C)C)c1C#N | 14 | -6.2% |
| COc1ccc(C)cc1S(=O)(=O)N1c2ccccc2CC1C (stereo unspecified) | 8 | 3.1% |
| COc1ccc(CCNC(=O)CSc2nnc(-c3ccc(F)cc3)o2)cc1OC | nt | 1.4% |
| NC(=O)c1ccc(NC(=O)COC(=O)CC(NC(=O)c2ccccc2Cl)c2ccccc2)cc1 (stereo unspecified) | 1 | 2.0% |
| O=C(CSc1nc2ccccc2n1Cc1ccccc1Cl)N/N=C/c1ccccc1C(=O)O | nt | -2.3% |
| COc1ccc(CCN2C(=O)CC(N3CCOCC3)C2=O)cc1OC (stereo unspecified) | 8 | 1.4% |
| Cc1ccc(Cn2nnc3c(=O)n(CC(=O)c4ccccc4)cnc32)cc1 | nt | 0.4% |
| COC(=O)C(Cc1ccc(OC(=O)c2ccccc2C)cc1)N1Cc2ccccc2C1=O (stereo unspecified) | 7 | -4.8% |
| COc1ccc(N2C3=[N+](CC2(C)O)c2ccccc2CC3)cc1 (stereo unspecified) | 28 | -3.5% |
| Cc1nc2c(C(=O)Nc3ccc(N4CCCC(O)C4)cc3)snc2c(=O)[nH]1 (stereo unspecified) | nt | -1.7% |
| COc1cc(OC)cc(-c2nc3ccccc3c(=O)n2NC(=O)c2cccnc2Cl)c1 | 0 | 1.0% |
| C=C(C)C1CC=C(C)/C(=N/NC(=O)CCCNc2cccc(C)c2)C1 (stereo unspecified) | nt | 1.8% |
| C[N+]1=C2CCCCCN2C(O)(c2ccccc2)C1 (stereo unspecified) | nt | 6.8% |
| COc1ccc(C2CC(C(F)(F)F)n3nc(C(N)=O)c(Cl)c3N2)cc1OC (stereo unspecified) | -7 | 1.5% |
| Cc1noc(C)c1-c1nc(CS(=O)(=O)c2ccc(Cl)cc2)no1 | nt | 1.3% |
| Cc1cc(C)nc(N/C(=N/S(=O)(=O)Cc2ccccc2)Nc2ccccc2)n1 | nt | 3.5% |
| Cc1c(F)cccc1NS(=O)(=O)c1ccccc1C#N | 3 | -3.3% |
| COc1cccc(C(=O)C2CCCN(Cc3ccccn3)C2)c1 (stereo unspecified) | nt | 0.7% |
| Cc1onc(-c2ccccc2Cl)c1C(=O)N1CCCc2ccccc21 | nt | 4.5% |
| Cc1ccc(C(=O)O)cc1N=Cc1cc(Br)cc(Br)c1O | 45* | 3.6% |
| O=C(O)CCSc1nnc(SCC(=O)NCC(F)(F)F)s1 | -4 | 0.8% |
| O=C(CSc1nc2ccccc2s1)NC(=O)NCc1ccco1 | 8 | 3.8% |
| O=C(COc1cccc2ccccc12)N1CCN(c2ccccn2)CC1 | nt | 2.7% |
| C/C(=N/NS(=O)(=O)c1ccc(Cl)cc1)c1cccc(O)c1 | 0 | 1.0% |
| O=C(O)CSc1nnc(-c2ccccc2O)n1Cc1ccccc1 | 1 | 2.2% |
| O=C(CC1(O)C(=O)Nc2ccccc21)c1ccccc1 (stereo unspecified) | nt | 8.8% |
| O=C(Nc1ccccc1-c1ccccc1)c1cnccn1 | nt | 1.4% |
| O=C(c1cccs1)N1CCN(Cc2ccccn2)CC1 | -8 | 9.2% |
| C/C(=N\NC(=O)Cn1nc(C)c(Br)c1C)c1cccs1 | nt | 1.9% |
| CCn1c(=S)[nH]c2cc(Cl)ccc21 | 46 | -1.5% |
| O=C(Nc1cccc2ccccc12)C1CCN(C(=O)NCc2ccccc2)CC1 | nt | -4.5% |
| C/C(=N\N1CCN(Cc2ccccc2)CC1)c1ccco1 | -2 | -5.9% |
| O=C(c1ccco1)N1CCN=C1SCc1ccccc1F | 9 | -0.2% |
| CSc1nc2ccc(NS(=O)(=O)c3cccc(Cl)c3Cl)cc2s1 | 12 | 1.2% |

Next section.
| Compound | Mtb RmlCD inh | M. tuberculosis GlmU |
| --- | --- | --- |
| Cc1nc2cc(Cl)c(Cl)cc2nc1C | nt | -0.1% |
| O=C(O)c1cccc(Cn2c(Cl)c(/C=N/NC(=O)c3ccccc3)sc2=O)c1 | nt | 1.8% |
| CC1CCCC2(C1)NC(=S)N(c1ccccc1)N2 (stereo unspecified) | nt | -2.7% |
| Cc1ccc2oc(=O)c3cnn(CC(=O)Nc4cc(-c5cccc(F)c5)no4)c3c2c1 | nt | -1.0% |
| Cc1c(Cl)cccc1NC(=S)N1CCN(S(=O)(=O)c2cccs2)CC1 | 8 | 2.1% |
| Cc1ccccc1NC(=O)c1sc2nc[nH]c(=O)c2c1C | -9 | 1.1% |
| O=C(NCCO)/C(=C\c1ccc(Br)cc1)NC(=O)c1cccs1 | -15 | -0.4% |
| Cn1c(N)c(S(=O)(=O)N2CCN(c3ccccc3)CC2)c(=O)n(C)c1=O | -16 | 2.1% |
| CCCn1nnc(NC(=S)NC(=O)/C=C/c2ccc(Cl)cc2)n1 | -9 | -2.9% |
| Cc1ccccc1NC(=O)/C(=C/c1cccs1)NC(=O)c1ccco1 | 11 | 1.8% |
| O=C(Nc1ccc(Cl)cc1C(=O)NCC1CCCO1)c1ccco1 (stereo unspecified) | nt | 0.4% |
| CCOC(=O)CSc1nnnn1-c1cc(OC)ccc1OC | nt | -0.2% |
| Cc1ccc2c(c1)c1ncnc(N3CCOCC3)c1n2C | 96* | nt |
| O=C(COn1nnc2ccc(Cl)cc21)NC12CC3CC(CC(C3)C1)C2 | -7 | -1.4% |
| Cc1[nH]n(-c2ccccc2)c(=O)c1N=Nc1ccccc1 | -13 | 10% |
| COc1ccc(C(=O)Nc2cccc(/C(C)=N/NC(=O)c3ccc([N+](=O)[O-])c(C)c3)c2)cc1OC | -5 | -1.6% |
| COc1ccccc1CNC(=O)Cc1cc(=O)[nH]c(=O)[nH]1 | nt | 2.4% |
| COc1ccc(S(=O)(=O)N2c3ccccc3OCC2C(C)(C)C)cc1 (stereo unspecified) | -14 | -3.7% |
| CCOc1[nH]n(-c2ccc(Cl)cc2)c(=O)c1C=Nc1ccc(C)cc1 | 86 | 3.9% |
| O=C(/C=C/c1ccc(-c2ccccc2[N+](=O)[O-])o1)c1ccccc1 | -11 | -0.9% |
| Cc1cc(C)n(-c2ccccc2C#N)n1 | 16 | -1.6% |
| O=C(NC1CCCc2ccccc21)c1ccccc1Cl (stereo unspecified) | 5 | -5.0% |
| COc1ccc(C(C)=O)c2c(O)cccc12 | 0 | 1.0% |
| CCC(C)(c1ccc(C=O)s1)c1ccc(C=O)s1 | 7 | -1.0% |
| Cn1ncnc2c(=O)n(C)c(=O)nc1-2 | nt | 4.1% |
| COc1ccc(C(=O)CSc2nnc(CN3CCCC3)n2-c2ccc(F)cc2)c(OC)c1 | 6 | -5.5% |
| CN(C)S(=O)(=O)c1cc(NC(=O)[C@H](Cc2ccccc2)N2C(=O)c3ccccc3C2=O)ccc1Cl | -11 | -3.3% |
| CCn1cc(C(=O)OC)c(=O)c2cc(S(=O)(=O)N(C)C3CCCCC3)ccc21 | 5 | -0.8% |
| CCOC(=O)c1cnc(SC)nc1Oc1cccc(NC(=O)c2cccc(Cl)c2Cl)c1 | nt | -0.6% |
| COc1ccc(NC(=O)C(=O)NCCN2CCN(C(=O)c3ccco3)CC2)cc1 | 3 | -0.4% |
| CN(Cc1nccs1)C(=O)CC1C(=O)NCCN1Cc1ccc(-c2ccccc2)cc1 (stereo unspecified) | 4 | 3.2% |
| C=CCNC(=O)NC(=O)COC(=O)c1nc2nccc(C)n2n1 | 28 | -0.5% |
| CCOC(=O)c1ccccc1NS(=O)(=O)c1ccc(C)cc1 | nt | -0.6% |
| Cc1cc(N(CC(=O)O)S(C)(=O)=O)ccc1Br | nt | 0.3% |
| CCCCn1c(SCC(=O)Nc2cc(C)on2)nnc1-c1ccco1 | -7 | -0.1% |
| O=C(c1cccc(F)c1)N1CCN=C1SCc1cccnc1 | nt | -3.5% |
| O=C(C1=NN(c2ccccc2)C2C(=O)N(c3ccc(Cl)cc3)C(=O)C12)c1ccccc1 (stereo unspecified) | -3 | -3.1% |
| COC(C[C@H]1O[C@H]1[C@H](O)[C@@H](C)OCc1ccccc1)OC | nt | -0.8% |
| COC(=O)c1scc(S(=O)(=O)C(C)(C)C)c1N | 18 | 2.2% |
| Oc1ccc(-c2[nH]ncc2-c2nc3ccccc3s2)c(O)c1 | -7 | 1.6% |
| COc1cc(S(=O)(=O)Nc2ccccc2)ccc1N=Cc1c(C)[nH]n(-c2ccc(C)cc2)c1=O | -5 | 5.1% |
| CC1=C(C(=O)OC(C)C)C(c2cccs2)NC(=S)N1 (stereo unspecified) | 107 | 3.0% |
| COc1ccc(Cn2c(=S)[nH]c3cc(C(=O)NCc4cccnc4)ccc3c2=O)cc1 | 5 | 1.6% |
| O=C(N/C=C/c1ccco1)OCc1ccccc1 | -7 | -2.1% |
| COC(=O)[C@H](Cc1ccccc1)NC(=O)Nc1ccc(C)cc1 | -9 | -0.6% |
| Cc1c(O)nc2ccccn2c1=O | ? | 1.2% |
| CCCCC(=O)N(Cc1ccc2c(c1)OCO2)Cc1nc2ccccc2c(=O)[nH]1 | 27 | 2.8% |
| COc1ccc(Cl)cc1NC(=S)NNC(=O)CC(C)C | -3 | -0.6% |
| COCC(C)NC(=O)c1cccc(Cl)c1 (stereo unspecified) | nt | -0.1% |
| CN(Cc1ccccc1)C(=O)COC(=O)C1=NNC(=O)CC1 | 7 | -5.9% |
| COc1ccc(N2C(=O)NC3CC2(C)Oc2ccccc23)cc1OC (stereo unspecified) | 11 | -3.7% |
| c1ccc(-n2nnnc2-c2cnc(-c3cccnc3)nc2-c2cccs2)cc1 | nt | -1.1% |
| Cc1cccc(N=C2NC(=O)S/C2=C\c2ccco2)c1 | -5 | -3.4% |
| O=c1c2ccccc2nc(/C=C/c2ccc3c(c2)OCO3)n1-c1ccccc1 | 7 | 4.1% |
